Pin1 inh = blocks the human prolyl isomerase Pin1. Q13526. Pin1 FP peptide displacement, HiFluor488, 10 min. Potency, µM (series often up to 115 µM), for the others: at the top dose activity, negative = inhibition, most hits filed as inhibitors. 390,000 tested, 0.009% active; active = well fitted inhibition curve with a large enough effect in the polarisation, with a control signal flat, not every such curve was filed as active; inconclusive = small, poorly fitted or top-dose-only effect, or effect the other way, or a change in a side signal; inactive = no such curve, though single readings can be large or run the other way; the % refers to the polarisation; note: potency is the fitted concentration of half-maximal effect; % is set by controls: 0 for no effect and ±100 for the full control effect
Target sequence (Q13526 whole entry, looked up): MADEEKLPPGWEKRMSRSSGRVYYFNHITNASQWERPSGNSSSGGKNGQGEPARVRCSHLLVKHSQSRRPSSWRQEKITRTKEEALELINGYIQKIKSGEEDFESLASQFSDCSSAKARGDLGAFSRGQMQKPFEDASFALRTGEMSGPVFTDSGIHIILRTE
TRHR agonist = TRH receptor (human) agonism; TRHR cells, calcium flux fluo-8, FDSS agonist mode; activation, % at 2 µM; 360,000 tested, 0.18% active; in the data active = activation above about 30%; note: 0% is about no effect
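Steps: seed TRHR cells overnight; add fluo-8 no-wash Ca dye, RT 30 min–1.5 h; record 10 s baseline; pin-transfer compounds; monitor fluorescence 1 cycle/s for the agonist window. Calcium increases flag candidate agonists.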
TrxR1 substrate = rat thioredoxin reductase 1 substrate activity. O89049. purified TrxR1 substrate turnover, NADPH consumption readout. Potency, µM (titrated, usually from 114 µM), for inactives: at the top dose activity change, negative = substrate turnover. 390,000 tested, 0.01% active. AID 588456; note: potency is the fitted concentration of half-maximal effect; % is set by controls: 0 for no effect and ±100 for the full control effect; nearly all actives have a fitted effect of over 50% in size
Target sequence (O89049 whole entry, looked up): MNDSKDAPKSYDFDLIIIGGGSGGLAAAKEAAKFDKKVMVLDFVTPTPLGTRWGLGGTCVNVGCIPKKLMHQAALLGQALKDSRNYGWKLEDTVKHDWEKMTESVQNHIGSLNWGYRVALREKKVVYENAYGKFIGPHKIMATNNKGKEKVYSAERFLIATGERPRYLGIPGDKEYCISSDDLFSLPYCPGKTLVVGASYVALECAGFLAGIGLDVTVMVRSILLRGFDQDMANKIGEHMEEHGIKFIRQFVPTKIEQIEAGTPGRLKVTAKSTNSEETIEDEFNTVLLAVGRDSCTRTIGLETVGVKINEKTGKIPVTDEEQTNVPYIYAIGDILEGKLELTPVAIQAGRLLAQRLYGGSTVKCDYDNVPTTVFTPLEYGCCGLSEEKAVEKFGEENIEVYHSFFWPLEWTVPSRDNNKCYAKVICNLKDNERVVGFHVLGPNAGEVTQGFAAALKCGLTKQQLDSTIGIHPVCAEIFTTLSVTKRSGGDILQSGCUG
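Rat TrxR1, dispensed at 90 nM, was prereduced with 400 uM NADPH (final) for 5 min at ~22 deg C, then incubated with compound 15 min before 400 uM selenite. A first-read NADPH fluorescence drop versus no-compound background flagged substrates.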
TRHR PAM = TRH receptor (human) allosteric enhancement | TRHR cells, fluo-8 calcium fluorescence, EC20 TRH enhancement | 360,000 tested, 0.66% active | enhancement, % at 2 µM; in the data active = enhancement above about 30%; note: 0% is about no effect
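Enhancer read-out: after compound pinning and an initial kinetic agonist-mode read, an EC20 of TRH (10 nM final) was injected and fluo-8 calcium signal (Ex 480/Em 530) followed at 1 s/cycle for 100 cycles in TRHR-expressing cells.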
USP1 inh = blocks the human USP1/UAF1 deubiquitinase complex | O94782 | 390,000 tested, 0.23% active | Potency, µM (doses to about 57.1 µM), for inactives: top-dose activity change, negative = inhibition, usual class: inhibitors | recombinant USP1/UAF1, Ub-Rhodamine cleavage fluorescence; note: potency is the fitted concentration of half-maximal effect; % is set by controls: 0 for no effect and ±100 for the full control effect; nearly all actives have a fitted effect of over 60% in size; inactives centre near -12
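USP1/UAF1 complex (1 nM) preincubated 15 min at room temperature with compound, then Ub-Rho substrate (150 nM final) added. Kinetic fluorescence at 480/540 nm over 6 reads at 60 s intervals; 50 mM HEPES pH 7.8, 0.5 mM EDTA, 0.1 mg/ml BSA, 1 mM TCEP, 0.01% Tween-20.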
mIDH1 inhibitor = inhibitors of human mutant IDH1 R132H. Potency, µM (doses to about 76.6 µM), inactives show at the highest dose activity change, negative = inhibition, hits mostly inhibitors. 390,000 tested, 0.093% active. O75874. IDH1-R132H enzyme, NADPH consumption, diaphorase/resazurin fluorescence; note: potency is the fitted concentration of half-maximal effect; % is set by controls: 0 for no effect and ±100 for the full control effect; nearly all actives have a fitted effect of over 65% in size
Target sequence (O75874 whole entry R132H, stated change not applied): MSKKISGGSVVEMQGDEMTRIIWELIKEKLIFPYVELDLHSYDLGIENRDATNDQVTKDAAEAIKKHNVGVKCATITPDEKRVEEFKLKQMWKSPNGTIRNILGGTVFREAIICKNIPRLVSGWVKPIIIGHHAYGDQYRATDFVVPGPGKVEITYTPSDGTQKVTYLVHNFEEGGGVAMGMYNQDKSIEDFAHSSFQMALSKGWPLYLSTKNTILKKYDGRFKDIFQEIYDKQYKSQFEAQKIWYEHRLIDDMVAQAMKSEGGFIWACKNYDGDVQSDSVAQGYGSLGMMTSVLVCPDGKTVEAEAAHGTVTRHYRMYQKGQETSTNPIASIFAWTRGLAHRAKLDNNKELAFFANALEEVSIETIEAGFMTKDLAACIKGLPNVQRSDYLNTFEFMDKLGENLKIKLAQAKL
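IDH1-R132H (0.5 ug/mL) preincubated 30 min with compound, then NADPH (0.016 mM) and alpha-KG (2 mM) added; 80 min at RT, pH 7.5. Remaining NADPH coupled via diaphorase/resazurin to fluorescence (540/590 nm); concentration-response curves normalized to no-enzyme control.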
D2 antagonist = D2 dopamine receptor (human) antagonism | AID 485344 | HEK293 TREx D2 cells, calcium flux, dopamine EC80 | inhibition, % at 10 µM | P14416 | 340,000 tested, 2% active; in the data active = inhibition above about 30%; note: 0% is about no effect
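In this primary screen, negative modulation is detected by tracking calcium flux after an EC80 dopamine challenge in inducible HEK293 T-REx D2 cells preexposed to test compound for 180 s.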
D2 ag = agonists of human D2 dopamine receptor. HEK293 T-REx D2 cells, calcium flux agonist mode. activation, % at 2 µM. P14416. 340,000 tested, 0.53% active;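 active = activation over 3 SD above normal in the single-dose calcium agonist read, cut at about 30% in these data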; note: 0% is about no effect
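Tetracycline-induced HEK293 T-REx cells with force-coupled D2 receptor, plated overnight at 30 C, loaded with no-wash calcium dye. After a 10 s baseline, compound was pin-added and calcium flux read kinetically for 180 s; calcium rises flagged agonists.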
rTrxR1 inhibitor = inhibitors of rat thioredoxin reductase 1. recombinant rTrxR1, NADPH fluorescence consumption, selenite substrate. Potency, µM (titrated, usually from 114 µM), for inactives: top-dose activity change, negative = inhibition, most hits filed as inhibitors. AID 588453. O89049. 390,000 tested, 1% active; note: potency is the fitted concentration of half-maximal effect; % is set by controls: 0 for no effect and ±100 for the full control effect; nearly all actives have a fitted effect of over 65% in size
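Rat TrxR1 (90 nM in the dispensed reagent) was pre-reduced with 400 uM NADPH for 5 min at room temperature, then incubated with compound for 15 min. After 400 uM selenite was added, NADPH fluorescence (Ex 340/Em 450 nm) was followed for 8 min.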
An asterisk follows results filed as active; ? = inconclusive; nt = no result given; & = joins results of further samples; [ ] = remark or other dose. Unless noted, calls come from the whole dose curve; as a rule, active = well fitted inhibition curve with a large enough effect; inconclusive = small, poorly fitted or top-dose-only effect; inactive = no such curve, though single readings can be large or run the other way. An excerpt. The share of hits here may be higher or lower than overall.

SMILES	Pin1 inh	TRHR agonist	TrxR1 substrate	TRHR PAM	USP1 inh	mIDH1 inhibitor	D2 antagonist	D2 ag	rTrxR1 inhibitor
CCC(=O)C(C#N)(c1ccc(OC)c(OC)c1)C(C)C (centres undefined)	-12%	-0.9	6%[57.1 µM]	13	?	-9%	20	-0.6	16%[57.1 µM]
COc1ccc(NC(=O)CCNS(=O)(=O)c2cccc3nonc23)cc1	2%&-2%	0.2&-0.1	-5%	2&-8	-19%&-14%	-1%&5%	13	0.7&0.5	-12%&-7%
CCC(C)NC(=O)CCn1c(-c2ccc(F)cc2)cc(C(C)=O)c1C (centres undefined)	-8%	-0.1	3%	-7	-21%	-1%	3	-0.6	20%
O=C(Nc1cccc(S(=O)(=O)c2cccc(NC(=O)C3CC3)c2)c1)C1CC1	4%	0.9	0%	0	5%	0%	8	1.1	6%
Cc1ccc(S(=O)(=O)c2nnn3c2nc(N2CCC(C(N)=O)CC2)c2ccccc23)cc1	-3%	1.2	-19%	21	-6%	-7%	14	0.9	?
CCc1nnc2n1N=C(c1ccc(Cl)cc1Cl)CS2	-3%	-0.4	1%	-12	?	11%	-16	-1.5	9%
COc1ccc(C2=NC(c3ccccc3)CO2)cc1 (centres undefined)	nt	0.2	nt	-9	nt	nt	2	-0.6	nt
CCc1noc(C)c1C(=O)Nc1nc(-c2cccs2)cs1	2%	-0.3	-8%	-8	-17%	2%	8	-0.5	3%
CCOC(=O)c1sc(-c2ccc(OC)cc2)cc1N	6%	-0.4	-2%	-1	-5%	-2%	nt	nt	-16%
COc1cc2c(cc1OC)CN(C(=O)CCNS(=O)(=O)c1ccccc1F)CC2	-1%	-0.2	5%	-3	-21%	0%	6	-0.1	0%
CCCCCCSc1cccc(-c2nc3ccc(C)cn3c2NC2CCCCC2)c1	2%	0.6	31%[activator][57.1 µM]	3	10%	0%	3	0.4	-3%[57.1 µM]
COC(=O)C(CCSC)NC(=O)CNC(=O)C1CCCCC1 (centres undefined)	-10%	0.1	13%[57.1 µM]	3	-6%	12%	8	0.2	41%[57.1 µM]
S=C(NCC1(c2ccccc2)CCCC1)Nc1ccccc1	4%	1.1	2%	-4	-15%	-1%	2	0.4	4%
O=C(Nc1ccc2oc(-c3cccnc3)nc2c1)c1ccco1	?	0.7	55%[activator]	4	-7%	2%	nt	nt	?
COc1ccc(N2CC(NC(=O)C3CC3)CC2=O)cc1 (centres undefined)	-12%	-0.7	3%[57.1 µM]	13	-11%	-11%	nt	-1.2	22%[57.1 µM]
COc1ccccc1NS(=O)(=O)c1cccc(C(=O)NCc2ccco2)c1	4%	-0.1	-5%[57.1 µM]	-6	-14%	1%	nt	nt	5%[57.1 µM]
CCCCOC(=O)c1ccc(Nc2ncnc3c2cnn3-c2cccc(C)c2)cc1	-2%	-0.1	-2%[57.1 µM]	4	0%	-5%	nt	-0.6	10%[57.1 µM]
O=C(Oc1nsnc1N1CCOCC1)N1CCCC1	-1%	nt	1%	nt	-4%	0%	nt	nt	14%
CC(C)CCNC(=O)NC(=O)Cn1cc(C(F)(F)F)ccc1=O	nt	0.2	nt	5	nt	nt	-9	0.2	nt
Cc1ccc(-n2c(SCc3cc(=O)n4ccsc4n3)nnc2-c2cccnc2)c(C)c1	3%	-0.7	6%	1	-9%	8%	-11	0.3	-5%
CC(=O)N1CCN(S(=O)(=O)c2ccc(C)cc2)C1C(C)C (centres undefined)	2%	-1.6	6%[0.457 µM]	1	-25%	6%	-14	-0.1	24%
O=C(Cn1c(=O)oc2ccccc21)N1CCCCC1	2%	-1.1	-5%	10	3%	-6%	-5	-0.7	-4%
COc1ccccc1CNCc1ccc(C)cc1	-6%	-0.1	2%	2	-16%	8%	-21	-4.0	-5%
COc1ccc(C(=O)Nc2ccc3nc(SCC(=O)N4CCOCC4)sc3c2)cc1	-11%	0.5	12%	8	-28%	-7%	nt	0.6	26%
Cc1ccccc1C(=O)N[C@H](C(=O)Nc1ccc(Cl)c(Cl)c1)C(C)C	2%	1.1	-2%[57.1 µM]	-10	-8%	-2%	1	0.4	15%
Cc1cccc(OCC(=O)N(Cc2ccccc2)c2c(N)n(Cc3ccccc3)c(=O)[nH]c2=O)c1	3%	0.2	1%	-2	-7%	5%	11	0.4	6%
Cn1ccs/c1=N\C(=O)Nc1ccccc1	-5%	0.7	-1%	2	-3%	4%	-3	0.4	13%
COc1ccccc1CNS(=O)(=O)c1ccc(Br)s1	-1%	-1.0	-8%	3	-15%	-9%	-18	0.1	0%
CSCCC(NC(=O)CCN1C(=O)c2ccccc2C1=O)C(=O)O (centres undefined)	-2%	-0.5	-5%	18	-14%	1%	5	-2.0	-3%
C#CCSc1nsc(SCC#C)c1C#N	?	-1.7	-4%	-7	1%	1%	19	1.5	?

Quoted at random: 2 records from the list.
SMILES	Pin1 inh	TRHR agonist	TrxR1 substrate	TRHR PAM	USP1 inh	mIDH1 inhibitor	D2 antagonist	D2 ag	rTrxR1 inhibitor
CCc1noc(C)c1C(=O)Nc1nc(-c2cccs2)cs1	2%	-0.3	-8%	-8	-17%	2%	8	-0.5	3%
COc1ccc(C(=O)Nc2ccc3nc(SCC(=O)N4CCOCC4)sc3c2)cc1	-11%	0.5	12%	8	-28%	-7%	nt	0.6	26%

Further compounds.
SMILES	Pin1 inh	TRHR agonist	TrxR1 substrate	TRHR PAM	USP1 inh	mIDH1 inhibitor	D2 antagonist	D2 ag	rTrxR1 inhibitor
CCOC(=O)c1cc(C#N)c(C)nc1N(CC)CC	2%	-0.6	-2%[57.1 µM]	20	4%	5%	-10	0.0	8%[57.1 µM]
COc1cccc(NC(=O)CN(C)C(=O)c2sc3cc(Cl)ccc3c2Cl)c1	10%	0.5	-7%	18	-21%	-4%	5	1.1	3%
COc1cc(NC(=O)Nc2cccc3cccnc23)cc(OC)c1OC	-1%	-1.3	-7%	3	-20%	2%	16	-0.1	9%
O=c1c2ccccc2nc(/C=C/c2cccc3ccccc23)n1-c1ccc(F)cc1F	?	0.4	-6%[57.1 µM]	-8	?	?	nt	nt	5%[57.1 µM]
O=C(Cc1ccccc1Cl)NCc1cccnc1	-3%	-0.3	1%	8	-17%	-5%	-8	0.6	29%[11.4 µM]
COc1ccc(N2CCN(C3=CC(=O)N(c4cccc(Cl)c4)C3=O)CC2)cc1	-14%	-0.1	4%[57.1 µM]	-7	-26%	0%	-10	2.4	14%[57.1 µM]
Cc1cccc(CS(=O)(=O)Cc2ccc(C(=O)NCCCN3CCOCC3)o2)c1	0%	-0.2	0%	-2	-9%	3%	4	-0.9	-1%
CCCCn1c(N)c(N(CCOC)C(=O)c2ccc(-c3ccc(Cl)cc3)o2)c(=O)[nH]c1=O	2%	-0.2	11%	0	-8%	2%	-8	-0.4	-33%
O=C(COC(=O)/C=C/c1cccc(C(F)(F)F)c1)NC(=O)NC1CCCC1	-3%	0.3	-13%	5	-9%	2%	-14	-0.5	-8%
CS(=O)(=O)c1cccc(-c2nnc(NC(=O)c3ccc4ncsc4c3)o2)c1	-14%	1.2	-16%	-4	2%	-4%	10	-0.9	-18%
COc1ccc(CN2CCN(c3ccccn3)CC2)cc1OCc1ccccc1	-10%	-0.9	4%	-3	0%	5%	87*	72*	22%
CCCC(C(=O)NC1CCCCC1)N(Cc1ccco1)C(=O)CNS(=O)(=O)c1ccccc1 (centres undefined)	4%	-1.4	-10%	-12	-6%	4%	5	-1.3	15%[57.1 µM]
CCOC(=O)N1CCC(Nc2c(-c3ccc(C)c(C)c3)c(=O)c2=O)CC1	-2%	-1.0	-11%	-1	-20%	7%	-12	-1.1	-12%
CCOC(=O)c1ccc(S(=O)(=O)N2CCN(CC(O)COc3ccc(C#N)cc3)CC2)cc1 (centres undefined)	-1%	0.1	-6%	-2	-8%	-7%	3	1.0	1%
O=C(Nn1c(C2CCCCC2)nc2ccccc2c1=O)c1ccc([N+](=O)[O-])cc1Cl	-7%	0.1	1%[57.1 µM]	-7	-3%	5%	nt	nt	15%[57.1 µM]

Continued, overlapping the part above by 4 compounds.
SMILES	Pin1 inh	TRHR agonist	TrxR1 substrate	TRHR PAM	USP1 inh	mIDH1 inhibitor	D2 antagonist	D2 ag	rTrxR1 inhibitor
CCCC(C(=O)NC1CCCCC1)N(Cc1ccco1)C(=O)CNS(=O)(=O)c1ccccc1 (centres undefined)	4%	-1.4	-10%	-12	-6%	4%	5	-1.3	15%[57.1 µM]
CCOC(=O)N1CCC(Nc2c(-c3ccc(C)c(C)c3)c(=O)c2=O)CC1	-2%	-1.0	-11%	-1	-20%	7%	-12	-1.1	-12%
CCOC(=O)c1ccc(S(=O)(=O)N2CCN(CC(O)COc3ccc(C#N)cc3)CC2)cc1 (centres undefined)	-1%	0.1	-6%	-2	-8%	-7%	3	1.0	1%
O=C(Nn1c(C2CCCCC2)nc2ccccc2c1=O)c1ccc([N+](=O)[O-])cc1Cl	-7%	0.1	1%[57.1 µM]	-7	-3%	5%	nt	nt	15%[57.1 µM]
COc1ccc(CN(C)C(=O)C2CCN(C(=O)Nc3ccccc3)CC2)cc1OC	-18%	-0.2	-6%	-1	-10%	-3%	14	0.3	3%
Cc1nn(CCC(=O)NNC(=S)Nc2ccccc2)c(C)c1Br	0%	-0.3	-3%	-6	-25%	1%	12	-0.1	-14%
Cc1ccc(/C=N/NC(=O)CSc2nc3ccccc3o2)cc1	-9%	-0.1	-5%	-2	-16%	7%	-3	-0.5	23%
CCCCOc1ccccc1C1CC(=O)Nc2cc(C)c(C)cc21 (centres undefined)	?	1.0	-1%[57.1 µM]	3	-21%	18%	nt	1.1	27%[57.1 µM]
